Pol iota inh: inhibitors of human DNA polymerase iota | Q9UNA4 | Pol iota fluorescent replication assay, 10 min | Potency, µM (top dose mostly 115 µM), inactives show at the highest dose activity, negative = inhibition, hits mostly inhibitors | actives 1% (n = 390,000) | AID 588590; further: potency means the concentration at half of the fitted maximal effect
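Fluorescent replication assay read twice, at 0 min and 10 min after adding 50 nM (final) substrate. Enzyme (10 nM) and compounds were first incubated 15 min at room temperature; enzyme-free buffer wells were negative controls.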
POLB inh: DNA polymerase beta (human) inhibition. P06746. Pol beta primer extension/strand displacement, fluorescence kinetic. Potency, µM (series often up to 114 µM), for the others: at the highest dose activity change, negative = inhibition, actives largely listed as inhibitors. actives 1.3% (n = 340,000). AID 485314; further: potency means the concentration at half of the fitted maximal effect; on the % scale 0 is the no-effect control and ±100 the full control effect
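10 nM enzyme + cpd, 15 min RT; start with substrate 50 nM final; read 0 min and after 10 min RT. Corrected, normalized data; 4-parameter Hill curve fit.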
Anesthetic bind: candidate novel general anesthetic via apoferritin binding; Potency, µM (highest dose often 77.5 µM), without a hit: top-dose activity change, negative = displacement, most hits filed as inhibitors; actives 0.074% (n = 350,000); apoferritin/1-aminoanthracene competitive binding, fluorescence; AID 485281; P02791; further: potency means the concentration at half of the fitted maximal effect; on the % scale 0 is the no-effect control and ±100 the full control effect; nearly all actives have a fitted effect of over 20% in size
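Probe: 1-aminoanthracene (50% saturated, PBS). Protein: horse-spleen apoferritin, 10 uM. Incubation: 10 min, room temperature. Detection: 380 nm excitation, 535 nm emission. Analysis: normalized response, four-parameter Hill.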
APEX1 inh: APE1 (human) endonuclease inhibition | recombinant APE1, TAMRA/BHQ-2 abasic DNA cleavage fluorescence | Potency, µM (titrated, usually from 65.8 µM), for inactives: top-dose activity change, negative = inhibition, usual class: inhibitors | actives 0.35% (n = 350,000) | AID 2517;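 further: potency means the concentration at half of the fitted maximal effect; plate controls were vehicle for no effect and reference inhibitor for full effect; nearly all actives have a fitted effect of over 55% in size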
Target sequence (P27695 whole entry, looked up): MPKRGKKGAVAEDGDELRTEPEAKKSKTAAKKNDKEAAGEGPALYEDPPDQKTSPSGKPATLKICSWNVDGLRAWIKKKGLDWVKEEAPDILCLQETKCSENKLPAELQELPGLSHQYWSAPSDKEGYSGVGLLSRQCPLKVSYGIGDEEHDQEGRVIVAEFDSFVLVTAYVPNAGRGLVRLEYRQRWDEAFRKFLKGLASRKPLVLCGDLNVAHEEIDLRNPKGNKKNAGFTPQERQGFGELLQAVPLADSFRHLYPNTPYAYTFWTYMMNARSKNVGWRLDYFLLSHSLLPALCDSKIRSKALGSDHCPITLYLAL
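0.75 nM APE1 + cpd, 15 min RT; start w/ 50 nM TAMRA/BHQ-2 THF-abasic dsDNA; kinetic fluor 525/598 nm ×3 reads @60 s; Δ(read3−read1); normalized to DMSO and NSC13755 control wells.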
POLH inh: inhibitors of human DNA polymerase eta; Q9Y253; recombinant Pol eta, fluorescent DNA replication assay; Potency, µM (doses to about 114 µM), inactives show top-dose activity change, negative = inhibition, actives largely listed as inhibitors; actives 1.2% (n = 390,000); AID 588591; further: potency means the concentration at half of the fitted maximal effect; on the % scale 0 is the no-effect control and ±100 the full control effect
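Fluorescent replication assay: 50 nM final substrate added after a 15 min room-temperature compound preincubation with 10 nM enzyme. Signal taken at 0 min and again at 10 min.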
Tb PGK inh: blocks T. brucei phosphoglycerate kinase. PGK/GAPDH coupled, Kinase-Glo luminescence, 60 min. Potency, µM (top dose mostly 57.5 µM), without a hit: at the top dose activity change, negative = inhibition, most hits filed as inhibitors. actives 0.043% (n = 380,000). AID 602233; further: potency means the concentration at half of the fitted maximal effect; on the % scale 0 is the no-effect control and ±100 the full control effect; nearly all actives have a fitted effect of over 60% in size
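Luminescent ATP detection (Kinase-Glo Plus) follows a 60-minute room-temperature incubation, with wells lacking PGK as controls. Buffer: 100 mM TEA (pH 7.6), 5 mM MgCl2, 0.01% Tween-20. Coupling enzyme GAPDH (100 nM final) supplies unstable 1,3-BPG in-well.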
POLK inh: inhibitors of human DNA polymerase kappa | purified Pol kappa, fluorescent DNA synthesis assay, 10 min | actives 0.53% (n = 400,000) | Potency, µM (highest dose often 107 µM), inactives show top-dose activity, negative = inhibition, usual class: inhibitors | Q9UBT6 | AID 588579; further: potency means the concentration at half of the fitted maximal effect; on the % scale 0 is the no-effect control and ±100 the full control effect
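Here, compound and 10 nM enzyme are combined for 15 min at room temperature; adding 50 nM substrate (final) starts DNA synthesis, tracked by fluorescence at 0 and 10 min against buffer-only wells.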
RXFP1 antagonist: RXFP1 (human) relaxin receptor antagonism; HEK293-RXFP1, relaxin-stimulated cAMP HTRF, 30 min; active compounds read low; activity change, negative = inhibition, % at 57.5 µM; actives 0.59% (n = 350,000); AID 1259400;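 active means activity change of -60% or lower, but not beyond a set lower limit; inconclusive means change between -60% and -40%, or beyond the set limit; inactive means change above -40%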; further: on the % scale 0 is the no-effect control and ±100 the full control effect
Target sequence (Q9HBX9 whole entry, looked up): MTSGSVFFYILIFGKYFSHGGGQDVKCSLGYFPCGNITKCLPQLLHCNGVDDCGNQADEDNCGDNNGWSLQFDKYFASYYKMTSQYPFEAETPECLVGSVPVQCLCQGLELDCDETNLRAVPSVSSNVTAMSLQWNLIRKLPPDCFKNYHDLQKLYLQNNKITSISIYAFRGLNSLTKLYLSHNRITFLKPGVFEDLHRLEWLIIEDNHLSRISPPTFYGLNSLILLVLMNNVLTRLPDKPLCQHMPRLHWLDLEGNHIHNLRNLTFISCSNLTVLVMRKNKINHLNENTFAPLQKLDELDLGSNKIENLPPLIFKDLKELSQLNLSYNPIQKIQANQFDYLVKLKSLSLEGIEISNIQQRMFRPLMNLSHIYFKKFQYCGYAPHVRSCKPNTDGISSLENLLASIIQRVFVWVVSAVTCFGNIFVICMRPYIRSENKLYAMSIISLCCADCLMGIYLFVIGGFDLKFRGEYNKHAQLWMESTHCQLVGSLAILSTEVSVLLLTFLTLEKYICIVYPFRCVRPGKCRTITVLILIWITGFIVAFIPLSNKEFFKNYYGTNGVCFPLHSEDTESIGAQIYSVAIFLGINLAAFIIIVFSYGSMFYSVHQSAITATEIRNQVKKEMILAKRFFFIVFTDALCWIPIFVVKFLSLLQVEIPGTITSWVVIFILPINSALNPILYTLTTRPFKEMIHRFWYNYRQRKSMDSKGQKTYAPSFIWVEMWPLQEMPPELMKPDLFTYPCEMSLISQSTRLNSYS
BLM helicase inh: inhibitors of human Bloom syndrome helicase BLM | recombinant BLM DNA unwinding, fluorescence dequenching | Potency, µM (series often up to 56.1 µM), for the others: top-dose activity change, negative = inhibition, usual class: inhibitors | actives 0.2% (n = 350,000);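 further: potency means the concentration at half of the fitted maximal effect; plate controls were vehicle for no effect and no enzyme for full effect; nearly all actives have a fitted effect of over 35% in size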
* = called active by the depositor; i = inactive; u = inconclusive; x = no result given; & = joins results of further samples; [ ] = dose if it differs, or a comment. Unless noted, the call rests on the fitted dose curve; in most records, active means well fitted curve in the direction sought with a large enough effect; inconclusive means small, poorly fitted or top-dose-only effect, or another doubt; inactive means no such curve, though single readings can be large; an effect the other way counts as inactive or inconclusive. This is a subset; rates above refer to the full screens.

Sequence of screens: Pol iota inh, POLB inh, Anesthetic bind, APEX1 inh, POLH inh, Tb PGK inh, POLK inh, RXFP1 antagonist, BLM helicase inh
1. CC(C)(C)OC(=O)C[C@@H]1C/C=C\C[C@@H](CC(=O)N(CCO)Cc2ccccc2)C(=O)NC[C@@H](c2ccccc2)OC1=O
    23.8%, x, x, 6.9%, -9.2%, 1.4%, -5.8%, x, x
2. O=C(O)C1CC(O)CN1C(=S)Nc1ccccc1 (stereo not given)
    -10.3%, 2.4%, -1.9%, -3.8%, -5.4%, 2.1%, -15.7%, 4.3, 1.1%
3. COc1ccc(CN=Nc2cc(C)nc(NS(=O)(=O)c3ccccc3Cl)n2)cc1
    x, 3.0%, -4.5%, 3.3%, x, x, x, x, -6.4%
4. CC1(C)CC(=O)C2=C(C1)OC(c1cccs1)C(C#N)=C2N (stereo not given)
    -3.2%, -22.1%, -0.5%, 0.1%, -10.7%, x, -7.8%, -3.4, 0.5%
5. CN1C(=O)/C(=C/c2ccc(OCc3ccccc3F)cc2)N(C)C1=S
    -15.5%, 14.6%, -5.2%, 10.8%, -7.9%, i, -14.8%, 9.0, -0.1%
6. N#CCSc1nnc(-c2ccccc2O)n1CCc1ccccc1
    -12.3%, 13.3%, -7.7%, 0.0%, -5.3%, i, 1.0%, 1.3, -3.3%
7. COc1ccccc1C(=O)NC(CCSC)C(=O)NNC(=O)c1ccccc1O (stereo not given)
    -26.6%, x, x, 5.1%, -0.4%, -11.7%, -5.0%, 13.9, x
8. Cc1cc(C)c(C#N)c(SCC(=O)c2ccccc2)n1
    10.3%, 16.4%, -20.5%, 12.8%, -12.4%, i, 2.9%[60.1 µM], 0.6, -2.1%
9. CC[C@H](C)[C@H](NC(=O)[C@H](CC(=O)O)NC(=O)[C@H](CC(N)=O)NC(=O)[C@@H](NC(=O)[C@H](CCCNC(=N)N)NC(=O)[C@@H](NC(=O)[C@@H](NC(=O)[C@@H](NC(=O)[C@@H](NC(=O)[C@H](CCCCN)NC(=O)[C@@H](NC(=O)[C@H](CC(C)C)NC(=O)[C@@H](NC(=O)[C@H](CCCCN)NC(=O)[C@@H](NC(=O)[C@H](CC(=O)O)NC(=O)[C@H](CC(=O)O)NC(=O)[C@H](CCC(N)=O)NC(=O)[C@@H](NC(=O)[C@H](CCCCN)NC(=O)[C@H](CCC(N)=O)NC(=O)[C@@H](NC(=O)[C@@H]1CCCN1C(=O)[C@@H](N)C(C)C)[C@@H](C)CC)C(C)C)[C@@H](C)O)[C@@H](C)O)[C@@H](C)CC)[C@@H](C)O)[C@@H](C)CC)C(C)C)[C@@H](C)O)[C@@H](C)CC)C(=O)N[C@@H](CO)C(=O)N[C@@H](Cc1cnc[nH]1)C(=O)N[C@H](C(=O)N[C@@H](CCC(N)=O)C(=O)N[C@@H](CO)C(=O)N[C@H](C(=O)N[C@@H](CO)C(=O)N[C@@H](CO)C(=O)N[C@@H](CCCCN)C(=O)N[C@@H](CCC(N)=O)C(=O)N[C@@H](CCCCN)C(=O)O)C(C)C)[C@@H](C)O
    x, x, -7.1%, 4.3%, x, x, 14.8%[60.1 µM], x, -0.4%
10. O=C(CSc1nc2ccc(NC(=O)c3ccccc3C(=O)O)cc2s1)Nc1c(Cl)cccc1Cl
    28.9%, 17.1%, 2.7%, -12.2%, -25.4%, 0.0%, -4.9%, -27.1, -6.7%
11. COc1ccc(NC(=O)NCCCCc2ccccc2)cc1
    34.1%[activator], 0.1%, -10.3%, 44.0%[activator], -7.0%, -1.2%, 7.6%, 4.4, 1.8%
12. CCOC(=O)C1(CCc2ccccc2)CCN(Cc2cnc(N(C)C)s2)CC1
    23.3%, 4.4%, -17.0%, -6.4%, -15.7%, 7.4%, -6.7%, -7.3, -4.2%
13. Clc1ccc(Cl)c2sc(N3CCCC3)nc12
    11.4%, -1.9%, -15.1%, -1.0%, -16.1%, -0.1%, -1.1%, -11.2, -0.9%
14. COc1cccc(N2CCN(C(=O)c3cccnc3)CC2)c1
    26.7%, 10.3%, -7.0%, -2.7%, u, i, -4.7%, 6.4, -1.4%
15. COc1ccc2c(c1)sc1ncc(C(=O)NCc3ccc(OC(C)C)cc3)c(=O)n12
    20.9%, 8.0%, 0.8%, x, -9.7%, -10.0%, 1.6%, -3.1, -2.2%

Continuation:
Sequence of screens: Pol iota inh, POLB inh, Anesthetic bind, APEX1 inh, POLH inh, Tb PGK inh, POLK inh, RXFP1 antagonist, BLM helicase inh
16. Cc1cc(C)c(NS(=O)(=O)c2ccc(-c3coc(C)n3)cc2)c(C)c1
    24.1%, u, -7.7%, x, -17.7%, -2.3%, -9.5%[60.1 µM], x, -1.6%
17. COc1nc(NCCO)nc(Nc2cc(Cl)ccc2OC)n1
    110.2%[activator], 36.1%, -8.7%, 19.2%, 9.3%, -7.9%, -13.7%, 6.5, -0.5%
18. c1ccc2c(c1)C(=NC1CCCCC1)NC2=NC1CCCCC1
    2.5%, -15.3%, u, -1.8%, -2.5%, i, -17.8%, -3.1, 2.1%
19. Cc1ccc2cc(CN(CC3CCCO3)C(=O)NC3CCCCC3)c(=O)[nH]c2c1C (stereo not given)
    30.8%[activator], -5.7%, -4.9%, -6.1%, -12.7%, -9.5%, -11.1%, -0.8, -2.5%
20. Cc1cccc(C(=O)NCCc2csc(C)n2)c1
    10.4%, -0.9%, 2.6%, -0.5%, -3.2%, i, -4.0%, 2.4, 3.2%
21. CCC(=O)NC(c1cccs1)c1cc([N+](=O)[O-])c2cccnc2c1O (stereo not given)
    26.8%, 8.4%, -5.0%, -2.1%, -3.3%, -1.3%, -7.9%, u, -16.3%
22. CCCn1c(C)cc(/C=C(\C#N)C(=O)OCC(=O)NC(=O)NCC)c1C
    6.0%, 1.8%, 3.7%, -5.2%, -5.1%, -6.8%, -0.4%, -10.7, -5.9%
23. CCCCOCCCN1CC(=O)N2C(C)c3[nH]c4ccccc4c3C[C@H]2C1=O (stereo not given in full)
    -6.2%, 37.1%, -9.4%, -1.0%, -23.3%, x, -4.0%, -3.3, -4.0%
24. C/C(=N/NC(=O)c1sc(NS(=O)(=O)c2ccc(C)cc2)nc1C)c1sc(N)nc1C
    0.3%, -19.5%, -13.1%, -0.7%, 7.0%, i, -12.9%, 7.7, -4.0%
25. O=C(c1ccccc1)c1ccc2c(c1)OCCOCCOCCO2
    1.1%, 1.7%, 6.0%, 2.6%, 6.3%, -8.6%, 7.6%, 7.1, -3.9%
26. Cc1ccc(OCC(=O)N/N=C\c2c(C)n(C)c3ccccc23)c([N+](=O)[O-])c1
    14.6%, 7.5%, u, -2.0%, -11.7%, 8.1%, -17.5%, -4.5, -6.1%
27. CC(=O)OC1CCC2C3CCc4cc(O)ccc4C3CCC12C (stereo not given)
    -6.4%, x, -0.4%, x, -7.4%, -1.2%, 0.0%, x, 1.9%
28. CC(C)(C)c1cc(CNC2CS(=O)(=O)C[C@@H]2O)cc(C(C)(C)C)c1O (stereo not given in full)
    u, 34.5%, u, -7.0%, -3.5%, 9.1%, -8.4%, 0.0, -6.3%
29. CCOc1ccc(CN(C)CC(=O)Nc2cccc(S(=O)(=O)N(C)c3ccccc3)c2)cc1
    22.4%, 23.2%, 63.3%[activator], u, -29.2%, -7.9%, -7.7%, 2.3, -7.1%
30. COC(=O)c1ccc2c(c1)NC(=O)C(N1CCCCC1)S2 (stereo not given)
    u, 12.1%, -13.7%, 0.6%, -9.2%, -3.6%, 11.5%, -21.0, -1.5%

Other records:
Sequence of screens: Pol iota inh, POLB inh, Anesthetic bind, APEX1 inh, POLH inh, Tb PGK inh, POLK inh, RXFP1 antagonist, BLM helicase inh
31. CCOC(=O)c1cc(-c2csc(Nc3ccccc3Cl)n2)on1
    50.8%[activator], 0.1%, -10.2%, -10.6%, -27.1%, i, -3.4%, -10.8, -5.7%
32. COC(=O)c1c(C(=O)OC)c(-c2ccc(F)cc2)n2c1CS(=O)C2 (stereo not given)
    34.1%[activator], 32.0%, 5.4%, 40.5%, 7.7%, 2.5%, -4.0%, 0.5, -1.4%
33. COc1ccccc1CCNC(=O)CCc1c(C)c2cc3c(C)c(C)oc3cc2oc1=O
    -6.4%, u, -13.9%, x, 4.7%, -7.0%, -6.1%, -1.2, -6.1%
34. CCOc1ccccc1/C=N/NC(=O)c1cccc(S(=O)(=O)N2CCOCC2)c1
    u, 3.9%, -14.2%, 20.0%, -2.6%, -6.8%, -24.6%, 2.9, -3.6%
35. O=C(Nc1cccc(F)c1)c1ccc(-c2ccccc2)s1
    -0.3%, 26.5%, -12.2%, x, 3.3%, 0.4%, 1.7%, -8.0, -2.6%
36. NC(=O)NS(=O)(=O)Oc1ccccc1
    0.7%, 98.1%, -9.3%, -6.7%, 10.1%, -5.6%, -1.1%, x, 3.4%
37. CC1CCc2cc(F)ccc2N1C(=O)CN1C(=O)c2ccccc2C1=O (stereo not given)
    28.0%, -0.9%, 7.2%, -3.8%, -10.3%, -6.9%, -5.2%, -4.4, -1.0%
38. CCOc1ccc(C(=O)N2CCC(c3nc(-c4ccc(S(=O)(=O)N5CCCC5)cc4)no3)CC2)cc1
    8.7%, 33.8%, -1.0%, x, -9.5%, -6.1%, 5.3%, -16.7, -3.0%
39. O=C(O)c1ccccc1C(=O)O
    -27.9%, x, x, 3.3%&3.3%, -11.7%, i, -2.0%, x, x

Assay outcomes deposited in PubChem BioAssay by National Center for Advancing Translational Sciences (NCATS).
